GDH-TPI inh: GDH-TPI coupled enzyme inhibition counter-screen. GDH-TPI coupled enzyme counterscreen, NADH absorbance. 360,000 compounds, 1.2% hits. inhibition, % at 4.8 µM; in the data active means inhibition above about 30%;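 further: 0% = DMSO wells and 100% = wells lacking the enzyme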
BoNT-A LC inh2: inhibitors of Botulinum neurotoxin A light chain protease; multiplex microsphere protease substrate cleavage, flow cytometry; 360,000 compounds, 0.17% hits; AID 588499; inhibition, % at 10 µM; further: plate controls were buffer without enzyme for full effect and enzyme alone for no effect
Mtb UGM inh: blocks M. tuberculosis UGM enzyme. P9WIQ1. inhibition, % at 10 µM. purified UGM, fluorescence polarization probe displacement. AID 504406. 320,000 compounds, 0.06% hits; in the data active means inhibition above about 10%, passing the limit was not always enough; inconclusive means no clear call, values can overlap the other calls
Target sequence (P9WIQ1 whole entry, looked up): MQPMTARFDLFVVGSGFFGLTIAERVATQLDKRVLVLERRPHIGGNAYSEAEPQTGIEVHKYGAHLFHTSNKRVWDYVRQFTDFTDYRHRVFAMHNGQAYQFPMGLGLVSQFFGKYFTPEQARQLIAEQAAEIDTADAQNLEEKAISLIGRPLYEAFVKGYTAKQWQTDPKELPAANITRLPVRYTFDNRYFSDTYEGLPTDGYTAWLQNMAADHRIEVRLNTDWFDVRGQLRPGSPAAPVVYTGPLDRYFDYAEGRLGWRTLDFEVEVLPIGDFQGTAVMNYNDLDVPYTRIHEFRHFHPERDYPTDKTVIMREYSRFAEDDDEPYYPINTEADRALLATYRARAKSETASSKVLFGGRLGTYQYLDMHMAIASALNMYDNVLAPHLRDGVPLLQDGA
BioA inh: BioA (M. tuberculosis) enzyme inhibition | inhibition, % at 9.99 µM | AID 602481 | 360,000 compounds, 0.096% hits | purified M. tuberculosis BioA enzyme, plate reader; in the data active means inhibition above about 40%; inconclusive means no clear call, values can overlap the other calls
FBA Mtb inh: Mtb fructose-bisphosphate aldolase inhibition; AID 588726; inhibition, % at 1 µM; 360,000 compounds, 2.3% hits; purified M. tuberculosis FBA, fluorescence read-out; in the data active means inhibition above about 27%;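 further: 0% = vehicle and 100% = reference inhibitor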
Target sequence (P9WQA3 whole entry, looked up): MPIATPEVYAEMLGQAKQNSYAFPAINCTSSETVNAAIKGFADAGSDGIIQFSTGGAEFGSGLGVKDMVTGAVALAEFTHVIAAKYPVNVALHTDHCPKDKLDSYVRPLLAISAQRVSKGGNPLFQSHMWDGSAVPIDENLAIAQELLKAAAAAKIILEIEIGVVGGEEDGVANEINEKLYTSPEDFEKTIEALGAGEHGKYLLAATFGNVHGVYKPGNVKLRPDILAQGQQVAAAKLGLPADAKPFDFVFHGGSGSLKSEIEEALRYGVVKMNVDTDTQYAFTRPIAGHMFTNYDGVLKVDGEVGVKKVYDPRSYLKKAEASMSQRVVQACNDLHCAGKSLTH
PfHsp40 rescue: compounds rescuing yeast from Plasmodium falciparum HSP40 toxicity | S. cerevisiae expressing PfHsp40, growth rescue, ATP luminescence | growth rescue, % at 12.5 µM | AID 504582 | 340,000 compounds, 0.68% hits; in the data active means growth rescue above about 28%, passing the limit was not always enough; inconclusive means no clear call, values can overlap the other calls;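 further: yeast W303a lacking pdr1 and pdr3 grown in galactose medium; growth measured after three days at 30 °C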
FadD28 FP inh: blocks FadD28 binding to the bisubstrate probe | 360,000 compounds, 0.22% hits | fluorescence polarization | inhibition, % at 12.5 µM; in the data active means inhibition above about 8.5%, passing the limit was not always enough; inconclusive means no clear call, values can overlap the other calls
BoNT F protease: inhibitors of Botulinum neurotoxin F light chain protease | Multiplex microsphere protease cleavage assay, flow cytometry | inhibition, % at 10 µM | 360,000 compounds, 0.22% hits | AID 588497; in the data active means inhibition above about 35%, passing the limit was not always enough; inconclusive means no clear call, values can overlap the other calls; further: plate controls were buffer without enzyme for full effect and enzyme alone for no effect
Anthrax LF inh2: anthrax lethal factor protease inhibition. inhibition, % at 10 µM. AID 588501. P15917. multiplex microsphere protease cleavage assay, LF. 360,000 compounds, 0.12% hits; further: plate controls were buffer without enzyme for full effect and enzyme alone for no effect
* = called active by the depositor; ? = inconclusive; nt = not tested or not shown. Unless noted, no stated cut-off is given here; in the data, active means inhibition above about 30%; inconclusive means no clear call, values can overlap the other calls; inactive means below that. Outcome played no part in choosing rows. About 4.7% of those tested had a hit in this group.

SMILES	GDH-TPI inh	BoNT-A LC inh2	Mtb UGM inh	BioA inh	FBA Mtb inh	PfHsp40 rescue	FadD28 FP inh	BoNT F protease	Anthrax LF inh2
O=C(NNC(=O)c1cc2cc3ccccc3nc2s1)c1cccc(Cl)c1	9	1.0	0.3	-2.2	3	0.4	-0.9	0	-3
Nc1nc(-c2ccccc2)cc(-c2ccccc2O)n1	20	-1.0	-0.4	-1.8	-1	18	-1.7	-14	-7
Cc1ccc(C(=O)NNS(=O)(=O)c2ccc(F)cc2)cc1	5	-1.8	1.2	-0.5	1	0.4	-3.4	?	-3
Cc1ccc(OCc2nnc(SCC(=O)NCc3ccco3)n2C)cc1	2	-0.4	0.1	1.0	2	-0.2	-2.0	-11	-5
CCOc1cc(/C=C/c2ccc3cccc([N+](=O)[O-])c3n2)ccc1OCC(=O)N(C)C	12	-0.6	3.1	nt	-2	1.6	0.9	-4	-1
CN(C)S(=O)(=O)c1ccc(NC(=O)CN2CCCc3ccccc32)cc1	-5	2.1	-0.5	-1.3	-1	0.2	-6.6	-17	-7
COc1cc(C(=O)N/N=C/c2sc(N3CCOCC3)nc2-c2ccccc2)cc(OC)c1OC	7	27	-1.0	nt	5	1.1	-1.0	-3	16
CC(=O)c1c(C)[nH]c(C(=O)COC(=O)CCNS(=O)(=O)c2ccc(C)c(C)c2)c1C	7	-0.4	-0.3	0.8	3	-0.8	-1.4	-1	-10
Cc1ccc(-c2[nH]nc3c2C(c2ccsc2)C(C#N)=C(N)O3)cc1 (configuration not stated)	-2	-1.4	-1.0	0.1	0	-1.0	-4.9	-9	-13
CCOc1ccc(NS(=O)(=O)c2ccc(C)c(C(=O)NCCCn3ccnc3)c2)cc1	2	0.6	-0.3	nt	2	0.3	1.1	3	-12
COc1cccc(-c2nc(CS(=O)(=O)CC(=O)NCc3ccc4c(c3)OCO4)c(C)o2)c1	-3	0.5	4.0	1.6	2	0.5	-0.5	0	0
Cn1c(=O)c2cc(NC(=S)NC3CCCCC3)ccc2n1Cc1cccc(C(F)(F)F)c1	2	0.3	nt	-0.9	16	nt	0.2	6	0
CCOc1ccccc1-c1nnc(SCC(=O)NC2CC3CCC2C3)n1CC (configuration not stated)	-7	0.6	1.9	6.0	0	-0.4	-3.6	3	5
COC(=O)/C(C#N)=C/c1occc1C	20	-0.6	0.5	nt	0	1.1	-0.8	-7	-7
Cc1cccc(NS(=O)(=O)c2cc3c4c(c2)CCC(=O)N4CCC3)c1	3	2.7	0.5	nt	2	-0.5	0.6	?	0
O=C(CSC1=Nc2ccccc2C2CC=NN12)NCc1ccco1 (configuration not stated)	15	0.5	1.0	4.1	1	0.6	-1.1	11	-8
NC(=O)c1cccc2cc3ccccc3cc12	4	-1.2	4.2	nt	37*	0.6	-3.4	-8	-6
Cc1nn(C)c(C)c1Sc1ccc(Br)cc1	-2	0.9	-0.2	4.1	0	-0.4	0.2	-2	1
NC1=NC2(CCCC2)n2c(nc3ccccc32)N1	-1	-1.0	2.1	-1.1	0	0.5	-2.0	-1	-2
S=c1[nH]nc(-c2ccco2)n1/N=C/C=C/c1ccco1	29	-0.1	0.0	nt	1	-0.9	2.3	8	1
CC(=O)c1c(C)[nH]c(C(=O)OCC(=O)N2CC(=O)Nc3ccccc32)c1C	6	-0.5	1.9	nt	3	-1.2	-1.6	-12	1
O=C(/C=C/c1ccccc1[N+](=O)[O-])NCCCn1ccnc1	-4	-0.6	2.6	nt	1	0.1	-0.5	-3	1
O=C(Nc1ccc2c(c1)OCO2)c1noc2c1CCCC2	7	2.3	1.4	-0.4	1	-0.5	-5.3	8	1
Cc1ccc(S(=O)(=O)Nc2ccc(O)c3ncccc23)cc1	7	-2.5	0.4	0.6	-1	188*	-0.8	-10	-11
Cc1ccc(NC(=O)CNC(=O)c2ccc3c(c2)OCO3)nc1	5	1.2	5.8	-1.6	3	-0.6	1.3	7	0
O=C1OCCN1C(=O)[C@H]1[C@H](c2ccc(F)cc2)C(c2ccccc2)=NN1c1ccc(Br)cc1	10	0.2	nt	-0.7	42*	0.2	-0.7	-3	4
Cc1cccc(OCCSc2nnc(-c3ccoc3C)n2C)c1	11	?	-0.5	2.8	0	-0.5	-3.3	-1	-1
O=S(=O)(N=C(NS(=O)(=O)c1ccc(Cl)cc1)c1ccccc1)c1ccc(Cl)cc1	-7	0.1	1.6	0.1	0	1.7	-2.3	2	-2
Cc1ccc(C2CC(C(F)F)n3ncc(C(=O)Nc4cnn(Cc5ccccc5C)c4)c3N2)cc1 (configuration not stated)	-5	-0.8	-2.2	0.2	-1	0.4	-1.4	4	-6
CC(C)(C)S(=O)(=O)/C(C#N)=N/Nc1ccc(S(C)(=O)=O)cc1	10	-1.0	0.1	nt	-3	-1.1	-4.8	-2	-3

Two records picked at random from those above, as already listed:
SMILES	GDH-TPI inh	BoNT-A LC inh2	Mtb UGM inh	BioA inh	FBA Mtb inh	PfHsp40 rescue	FadD28 FP inh	BoNT F protease	Anthrax LF inh2
Cc1cccc(NS(=O)(=O)c2cc3c4c(c2)CCC(=O)N4CCC3)c1	3	2.7	0.5	nt	2	-0.5	0.6	?	0
CC(C)(C)S(=O)(=O)/C(C#N)=N/Nc1ccc(S(C)(=O)=O)cc1	10	-1.0	0.1	nt	-3	-1.1	-4.8	-2	-3

Continuation:
SMILES	GDH-TPI inh	BoNT-A LC inh2	Mtb UGM inh	BioA inh	FBA Mtb inh	PfHsp40 rescue	FadD28 FP inh	BoNT F protease	Anthrax LF inh2
COc1ccc2nc(NC(=O)C(NS(=O)(=O)c3cccc4nsnc34)C(C)C)sc2c1 (configuration not stated)	-3	0.2	4.5	-0.3	1	-1.6	-1.8	0	-5
Cc1cc(/C=N/NC(=O)c2ccsc2)c(C)n1-c1cnccn1	9	0.2	0.5	nt	-2	-0.2	-1.9	4	2
Cc1nc2nc[nH]n2c(=O)c1NS(=O)(=O)c1ccc(F)cc1	8	-1.2	2.0	nt	4	0.7	-0.6	-5	-5
O=C(O)c1ccc(/C=N/NC(=O)c2cc(-c3cccs3)nc3ccccc23)cc1	24	0.4	1.7	nt	31*	0.8	-12	0	0
CCN(CC)C(=O)N1CCN(Cc2ccc3c(c2)OCO3)CC1	-1	-0.4	5.3	-0.5	1	1.3	-0.7	2	2
COc1ccc(-c2ccc(=O)n(Cc3cccc([N+](=O)[O-])c3)n2)cc1	-6	0.9	6.5	nt	0	0.9	-5.0	-8	-10
Cn1c(O)c(N=NC(=O)C2COc3ccccc3O2)c2ccccc21 (configuration not stated)	11	0.4	1.2	1.2	-6	1.6	-2.5	1	-2
O=C(OCc1cn([C@H]2CN(Cc3cccs3)[C@@H](c3ccccc3)C[C@@H]2O)nn1)c1ccccc1	0	-0.2	nt	-0.4	-2	nt	-3.0	3	-9
O=C(N[C@H](C(=O)O)c1ccccc1)C1CCC(Cn2cnc3ccccc3c2=O)CC1 (some centres not stated)	-1	nt	-0.9	nt	-1	-1.5	-0.5	nt	nt
Cc1ccccc1Nc1nnc(SCC(=O)N(C)C2CCS(=O)(=O)C2)s1 (configuration not stated)	1	-0.3	-0.6	0.9	2	-0.7	-3.4	-4	-3
Cc1cccc(C)c1Nc1nnc(SCC(=O)NC(=O)c2cccn2C)s1	7	1.3	1.2	nt	2	0.0	-0.8	1	-1
C#CCOCCOCCOCCNc1nc(N2CCN(C(=O)[C@H](CCC(=O)O)n3cc(C(N)CC(C)C)nn3)CC2)nc(N2CCN(C(=O)[C@H](CCC(=O)O)n3cc(C(N)CC(C)C)nn3)CC2)n1 (some centres not stated)	3	-1.9	1.2	1.2	2	0.2	-0.1	-5	-6
c1ccc(OCCSc2ncnc3nc[nH]c23)cc1	9	-2.1	0.7	0.9	1	0.4	-0.5	-19	-1
CC1(C)CC(=O)C2(CC3=C(CC(C)(C)CC3=O)O2)C(=O)C1	0	-0.1	0.7	-1.4	-4	-1.5	-2.9	1	-6
Cc1onc(-c2c(F)cccc2Cl)c1C(=O)N1C=CC(C(F)(F)F)=NCC1	23	0.0	-0.1	-1.7	2	1.0	-0.6	-7	-2

The closing two records of the part above lead into the next:
SMILES	GDH-TPI inh	BoNT-A LC inh2	Mtb UGM inh	BioA inh	FBA Mtb inh	PfHsp40 rescue	FadD28 FP inh	BoNT F protease	Anthrax LF inh2
CC1(C)CC(=O)C2(CC3=C(CC(C)(C)CC3=O)O2)C(=O)C1	0	-0.1	0.7	-1.4	-4	-1.5	-2.9	1	-6
Cc1onc(-c2c(F)cccc2Cl)c1C(=O)N1C=CC(C(F)(F)F)=NCC1	23	0.0	-0.1	-1.7	2	1.0	-0.6	-7	-2
Cc1nnc(SCC(=O)N(C2CCCCC2)C2CCS(=O)(=O)C2)n1N (configuration not stated)	3	-0.6	-0.9	-0.5	3	-0.1	0.8	-4	2
CC(C)(C)c1ccc(C(=O)NCC(=O)OCC(=O)Nc2ccc3c(c2)OCCO3)cc1	-3	0.5	1.0	nt	-2	-0.5	-4.9	-2	-1
Cc1ccc(C(C(=O)NC(C)(C)C)N(C(=O)CCC(=O)Nc2ccccn2)c2ccccc2F)cc1 (configuration not stated)	-1	0.0	-1.7	-1.2	0	-1.7	-0.2	-4	15
CC(=O)Nc1ccc(C(=O)NCCCOC(C)C)cc1	1	-0.9	-1.8	1.1	-1	-2.3	-0.3	-1	0
O=C(Nc1ccc2c(c1)OCO2)C1CCN(C(=O)c2ccc(Br)cc2)CC1	3	-0.2	2.4	nt	-2	-1.3	-2.3	0	-2
O=C(CSc1nnc(-c2cccnc2)n1CCN1CCCCC1)Nc1cccc(Cl)c1	7	0.5	0.3	nt	5	6.4	-1.1	0	-4
O=C(Nc1cccc(S(=O)(=O)Nc2ccc(Cl)cc2)c1)c1ccc[n+]([O-])c1	6	-2.2	-3.5	nt	1	-1.0	-3.0	-6	-8
CCOc1ccccc1NC(=O)C1CCCN(C(=O)Nc2ccccc2)C1 (configuration not stated)	6	0.0	0.5	0.8	1	0.3	0.1	-11	2
COc1ccc(C(=O)C[n+]2ccc3c(c2)nc(-c2cc(OC)c(OC)cc2OC)n3C)cc1	18	-0.1	0.8	2.9	-2	-0.3	-1.7	8	1
CCCNC(=O)c1ccccc1N1CCN(CCCCN2C(=O)C3CCCCN3C2=O)CC1 (configuration not stated)	4	nt	-1.3	-0.6	0	-0.4	-1.3	nt	nt
CC(C)NC(=O)c1onc(CSc2cccc3ccccc23)c1C(=O)O	-6	0.2	1.2	0.2	-2	0.1	-4.9	5	-6
COc1ccc(O)c(C(=O)c2cnn(S(=O)(=O)c3ccc(C)cc3)c2)c1	12	-0.7	-3.0	-1.0	7	1.0	-1.1	-6	-8
CC1CCC(NC(=O)COC(=O)CCC(=O)c2ccc(Cl)s2)CC1 (configuration not stated)	-9	3.4	0.0	-0.5	0	-2.5	0.9	-6	-2
CC[C@H](C)[C@@H](C(=O)NCCCCCCCCCCC(=O)N1CCNCC1)n1cc(CCCCCN)nn1	3	0.0	-1.1	-1.3	0	0.2	-1.6	-15	-5
COc1ccc(C)cc1NC(=O)c1ccc(NS(=O)(=O)c2cccs2)cc1	13	3.7	-0.1	-3.4	5	-0.9	-0.2	0	-1
CSc1nc2ncc(C#N)cn2n1	6	-0.1	-0.4	0.5	1	1.3	0.5	0	5
O=C(C1CCCCC1)N(Cc1ccccc1)c1ccccn1	2	0.3	0.8	0.7	6	0.4	-0.1	-3	2
O=C(CCOc1ccccc1)Nc1ccnn1C1CCN(Cc2ccccc2)CC1	-6	2.7	0.2	0.8	4	0.1	4.1	12	1
CCC1Nc2ncnc(N3CCOCC3)c2N(Cc2ccc(C)cc2)C1=O (configuration not stated)	17	-0.6	0.1	-0.1	1	-0.3	-1.4	-2	-12
CCN(CC(=O)Nc1ccc2c(c1)OCCO2)C(=O)c1ccc(CS(C)(=O)=O)cc1	9	0.5	-1.8	0.0	0	-1.0	-0.4	-2	1
CC(=O)C1C(c2ccco2)c2c(noc2C)CC1(C)O (configuration not stated)	1	?	-0.7	-1.9	-1	0.5	-0.9	-15	-12
C[C@]12CCC3C(CC[C@H]4C[C@H](O)[C@H](O)C[C@]34C)C1CC[C@@H]2O (some centres not stated)	5	0.0	nt	0.1	5	-0.3	-0.5	0	2
